Compound activity as filed in PubChem BioAssay.
APJ antagonist – blocks the human apelin receptor APJ | P35414 | CHO-K1 APJ beta-arrestin complementation, luminescence | inhibition, % at 20 µM | 0.32% of 330,000 active | AID 2521;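 active means inhibition above about 40% at 20 µM, limit read from the data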;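 further: cells challenged with 10 nM apelin-13 agonist together with compound; plate controls were apelin-13 plus DMSO wells for no effect and DMSO wells lacking apelin-13 for full effect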
EBI2 antag – blocks human EBI2 receptor beta-arrestin signaling; P32249; EBI2 beta-arrestin recruitment, luminescence, 7a,25-OHC stimulated; inhibition, % at 5 µM; 0.81% of 360,000 active; AID 651636; in the data active means inhibition above about 38%;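 further: enzyme fragment complementation signal reports receptor beta-arrestin coupling in cells; 0% = agonist plus DMSO wells and 100% = wells without agonist; some results beyond the cut were filed as inactive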
Target sequence (P32249 whole entry, looked up, the tested form may be a part): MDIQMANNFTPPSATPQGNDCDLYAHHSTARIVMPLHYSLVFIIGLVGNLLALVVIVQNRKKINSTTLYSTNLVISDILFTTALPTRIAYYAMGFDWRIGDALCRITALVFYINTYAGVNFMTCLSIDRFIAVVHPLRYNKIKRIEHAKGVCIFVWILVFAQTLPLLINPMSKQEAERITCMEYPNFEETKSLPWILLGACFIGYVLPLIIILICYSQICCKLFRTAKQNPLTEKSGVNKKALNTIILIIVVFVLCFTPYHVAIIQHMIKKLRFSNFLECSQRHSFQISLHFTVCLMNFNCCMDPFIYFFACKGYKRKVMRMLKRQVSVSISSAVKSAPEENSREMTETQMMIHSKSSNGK
Gli-Sufu antag – Gli-Sufu pathway antagonism. Sufu-KO-LIGHT fibroblasts, Gli luciferase reporter luminescence. inhibition, % at 5 µM. 0.74% of 340,000 active. AID 588413;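 active means inhibition above about 55%, limit read from the data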;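 further: 0% = DMSO-treated cells and 100% = wells with medium but no cells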
CCR6 antagonist – CCR6 (human) receptor antagonism. P51684. CHO-K1 CCR6 PathHunter beta-arrestin, luminescence, CCL20-stimulated. inhibition, % at 20 µM. 0.49% of 340,000 active;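 active means compounds whose inhibition of the agonist-driven luminescence signal at 20 µM reaches about 50%, limit read from the data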;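 further: cells stimulated with CCL20 at 14 nM final; plate controls were DMSO with CCL20 for no effect and DMSO without agonist for full effect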
Target sequence (P51684 whole entry, looked up): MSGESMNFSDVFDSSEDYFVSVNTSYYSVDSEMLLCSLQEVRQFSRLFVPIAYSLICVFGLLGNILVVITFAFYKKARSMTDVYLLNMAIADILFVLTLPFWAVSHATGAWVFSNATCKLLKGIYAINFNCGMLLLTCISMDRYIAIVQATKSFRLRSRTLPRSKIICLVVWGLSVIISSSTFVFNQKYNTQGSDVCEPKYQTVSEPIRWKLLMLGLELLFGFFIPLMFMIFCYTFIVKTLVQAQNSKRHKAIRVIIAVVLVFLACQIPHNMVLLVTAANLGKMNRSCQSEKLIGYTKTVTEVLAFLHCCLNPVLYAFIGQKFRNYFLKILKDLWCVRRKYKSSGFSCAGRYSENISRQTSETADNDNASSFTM
APJ ag – agonists of human APJ apelin receptor | P35414 | activation, % at 20 µM | 0.11% of 330,000 active | AID 2520 | CHO-K1 APJ PathHunter beta-arrestin, luminescence; 0% DMSO wells, 100% apelin;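 active means activation more than six SD over the plate average, tested at 20 µM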;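 further: 0% = DMSO alone and 100% = apelin-13 at 10 nM; some results filed as inactive read as strong as hits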
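Assay system: CHO-K1 cells stably expressing ProLink-tagged human APJ and arrestin–beta-gal acceptor. Compound dosing: 20 µM single point, 1% DMSO. Times: 16-18 h seeding, 90 min dark compound exposure, 60 min detection. Detection: beta-gal luminescence. Evaluation: APJ–arrestin association signal. Controls: negative DMSO alone, positive Apelin-13 at 10 nM.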
ATG4B inh – ATG4B (human) cysteine protease inhibition; Q9Y4P1; ATG4B cleavage of LC3-PLA2, NBD-HPC fluorescence, 1 h; inhibition, % at 8.33 µM; AID 504462; 0.51% of 340,000 active; in the data active means inhibition above about 40%
CXCR6 inh – inhibitors of human CXCR6 receptor | inhibition, % at 20 µM | 0.36% of 360,000 active | CHO-K1 PathHunter CXCR6 beta-arrestin, luminescence | O00574; in the data active means inhibition above about 34%, passing the limit was not always enough;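 further: antagonist mode with CXCL16 agonist at 10 nM final; 0% = 10 nM CXCL16 with DMSO and 100% = unstimulated wells without agonist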
UBC13 polyUb – human UBC13 polyubiquitination inhibition | inhibition, % at 20 µM | P61088 | UBC13 polyubiquitin chain formation, TR-FRET | 0.47% of 330,000 active; in the data active means inhibition above about 45%, passing the limit was not always enough
Target sequence (P61088 whole entry, looked up): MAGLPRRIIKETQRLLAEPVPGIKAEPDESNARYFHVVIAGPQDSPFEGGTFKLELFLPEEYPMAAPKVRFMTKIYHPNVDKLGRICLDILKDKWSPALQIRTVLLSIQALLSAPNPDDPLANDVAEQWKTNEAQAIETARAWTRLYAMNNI
* marks the source's active call; other numbers are inactive results; x = no result given.

SMILES | APJ antagonist | EBI2 antag | Gli-Sufu antag | CCR6 antagonist | APJ ag | ATG4B inh | CXCR6 inh | UBC13 polyUb
Cc1ccnc2nc(C(=O)N3CCN(S(=O)(=O)c4ccccc4)CC3)nn12 | -3 | -3 | 0 | 16 | -1 | -3 | -1 | -2
O=C(Nc1nc2ccccc2n1CCOc1ccccc1)c1ccco1 | 2 | -11 | 19 | 39 | 0 | 5 | 31 | 3
CCOc1ccc2nc(NC(=O)CN3CCOCC3)sc2c1 | 5 | -10 | -14 | -3 | -2 | -13 | 1 | -1
O=C(N/N=C/c1cc(Cl)ccc1O)c1cccnc1 | -18 | -3 | -1 | 24 | 3 | 5 | -11 | -15
O=C(Nc1ccccn1)c1ccc2c(=O)n3c(nc2c1)CCCCC3 | 32 | 5 | -59 | 11 | -4 | -3 | 7 | -11
COc1ccccc1N1CCN(C(=O)Nc2cccc(Cl)c2)CC1 | 22 | 12 | -3 | 5 | -3 | -7 | -7 | 0
O=C(CC1(O)C(=O)N(Cc2ccccc2)c2ccccc21)c1ccncc1 (centres undefined) | -12 | -8 | 8 | 41 | 0 | -4 | 4 | -12
COc1ccc(C2(C)NC(=O)N(Cc3cc(Cl)cc4c3OCOC4)C2=O)cc1OC (centres undefined) | -14 | 3 | 5 | 2 | -3 | 3 | 3 | -5
COc1ccc2cnnc(SCC(=O)Nc3ccc(C(C)=O)cc3)c2c1OC | -6 | 3 | -6 | -2 | 5 | -4 | -4 | 9
O=C1CSC(=S)N1/N=C/C=C/c1ccccc1 | 2 | -7 | -5 | 34 | -2 | 6 | 46* | -16
COCCn1c(SCc2cnc(-c3ccccc3)s2)nnc1-c1ccncc1 | 1 | -2 | 5 | 9 | -1 | -1 | 0 | 3
COc1ccc(NS(=O)(=O)c2cccc(C(=O)NNC(=O)c3cccc(NC(C)=O)c3)c2)cc1 | -8 | -5 | -1 | 1 | -5 | 2 | -2 | 2
CCOC(=O)N1CCN(C(=O)CSc2nnc3[nH]c(=O)c(C)c(C)n23)CC1 | 9 | -9 | -1 | -3 | -1 | -2 | 3 | -2
CC(=O)Nc1ccc(NC2=Nc3ccccc3N3C2=Nc2c(c(C)nn2-c2ccccc2)C3c2ccccc2)cc1 (centres undefined) | 10 | -17 | 60* | 7 | -3 | 15 | -18 | -3
Cc1ccc(OCC(=O)Nc2cc(S(=O)(=O)N3CCOCC3)ccc2N2CCCC2)cc1 | 9 | -3 | -2 | 14 | -6 | -8 | 2 | -10
CCCCc1c(CCC)c(=N)c2ccccc2n1C | 4 | 4 | 76* | 2 | -8 | 6 | 8 | 6
COc1ccccc1CNC(=O)C1=CCN(S(=O)(=O)c2ccc(C)cc2)CC1 | -5 | -6 | 3 | 12 | -2 | -9 | -6 | -5
COC(=O)c1sc(=S)n(-c2ccc(Cl)cc2)c1C | -5 | -3 | -8 | -2 | -4 | 0 | -8 | -6
N#CCC(=O)c1sccc1-n1cccc1 | -21 | -1 | 0 | 10 | -2 | 0 | -2 | -7
COC(=O)C1=C(C)N(Cc2ccccc2)C(=NCc2cccc(C(F)(F)F)c2)N[C@H]1c1cccc(C(F)(F)F)c1 | 14 | -2 | -8 | 3 | -1 | 11 | -12 | 90*
COc1cccc(CNC(=O)CCC2CCCN(C(=O)c3csc(C(C)C)n3)C2)c1 (centres undefined) | 15 | -1 | -3 | 6 | -1 | 2 | -1 | 8
COc1ccc(/C(O)=C2/C(=O)C(=O)N(CCN3CCNCC3)C2c2cccc([N+](=O)[O-])c2)cc1 (centres undefined) | -3 | -11 | -2 | -6 | -1 | 2 | 3 | -6
Cc1c(NC(=O)c2cc(-c3cccc(Cl)c3)on2)c(=O)n(-c2ccccc2)n1C | 0 | 3 | -8 | 13 | -3 | -10 | 4 | 5
CCCCn1c(N)c(N(CCOC)C(=O)COC(=O)C(C)Oc2ccc(Cl)cc2)c(=O)[nH]c1=O (centres undefined) | -69 | -6 | -8 | 3 | 15 | -15 | -3 | -8
O=C(OCCOc1ccc(Br)cc1)c1cnccn1 | -6 | -1 | 21 | 22 | -2 | 0 | -7 | -5
(listing goes on)
SMILES | APJ antagonist | EBI2 antag | Gli-Sufu antag | CCR6 antagonist | APJ ag | ATG4B inh | CXCR6 inh | UBC13 polyUb
CC(C)(C)C(=O)Nc1ccnn1C1CCN(C(=O)c2cccc(Cl)c2)CC1 | 14 | -2 | -7 | -2 | 6 | 2 | 0 | -11
C=CCOc1ccc(C2/C(=C(\O)c3c(C)[nH]c(C(=O)OC)c3C)C(=O)C(=O)N2CCN(C)C)cc1 (centres undefined) | -19 | 0 | -6 | -7 | 0 | 0 | -2 | 1
CCOc1cc(/C=C2\C(=N)N3N=C(C)SC3=NC2=O)ccc1OCCOc1ccccc1 | 14 | -4 | 8 | 18 | -3 | 1 | -8 | -1
CCOC(=O)Cn1cc(C(=O)c2cccs2)c2ccccc21 | 5 | 9 | 3 | 10 | 0 | -10 | 7 | 29
O=C(NC(=S)N1CCN(c2ccccn2)CC1)c1ccco1 | -4 | 6 | -6 | -4 | -1 | 2 | 2 | -6
ON1C2CCCCC2N(O)C1c1ccccc1C(F)(F)F (centres undefined) | 48* | -1 | -15 | 56* | -8 | -8 | 19 | 0
COc1ccccc1CNC(=O)c1ccc(NS(C)(=O)=O)cc1 | 11 | 0 | 0 | -1 | -3 | -4 | -7 | -4
O=C(NNC(=O)c1cc(Cl)ccc1O)c1cccs1 | -34 | 4 | -14 | 7 | -4 | -3 | 7 | 6
O=C(OCC(=O)N1CCCCC1)c1cc(NS(=O)(=O)c2ccc(Cl)c([N+](=O)[O-])c2)ccc1O | 2 | -4 | 13 | 19 | -2 | -1 | -4 | -6
CSc1ccc(NC(=O)Nc2cc(C)ccn2)cc1 | 4 | 7 | -112 | -1 | 1 | -1 | -5 | -4
COc1ccc(NC(=O)c2cccnc2C(=O)O)c(OC)c1 | -15 | -13 | 3 | -1 | -3 | -4 | -13 | -4
COc1ccc2c(c1)CCCN2S(=O)(=O)c1ccc(Cl)cc1 | 35 | 10 | -1 | 27 | 1 | 11 | 3 | -3
COc1ccc(-c2cc(C(=O)NCCCn3ccnc3)no2)cc1 | 0 | 7 | 7 | 0 | -4 | -8 | -6 | 12
Cc1ccc(NC(=O)CSCC(=O)Nc2ccccc2N2CCCCC2)cc1 | 10 | 10 | 6 | 6 | 4 | 24 | 0 | -2
Cc1ccc2cc3cc(C(=O)NCCCN4CC(C)CC(C)C4)oc3nc2c1 (centres undefined) | 14 | -1 | 28 | 29 | 0 | 2 | -11 | 7
O=C(Nc1cc(=O)[nH]c2nc(-c3ccccc3)nn12)c1ccc(Cl)cc1 | 1 | x | 2 | 10 | -1 | 0 | x | 2
O=C(Nc1ccc(N2CCOCC2)cc1)C1CCCCC1 | 1 | -3 | -21 | -6 | 5 | -9 | -2 | -2
CC(=O)n1cc(/C=N/NC(=O)c2ccc([N+](=O)[O-])cc2)c2ccccc21 | -6 | 4 | -7 | -8 | 1 | 4 | -2 | -3
Brc1ccc(-c2nnc3n2-c2ccccc2CC3)cc1 | 6 | -5 | -1 | 13 | -1 | 2 | -1 | -2
Cn1nc(-c2ccc(Cl)cc2)c2cc(C(=O)NCC3CCCO3)sc21 (centres undefined) | 4 | 16 | 5 | 7 | 0 | -2 | 2 | 29
Cn1cccc1CC(=O)N/N=C/c1ccco1 | -11 | 4 | -3 | 2 | 3 | -1 | 0 | 0
CC1CC(C)CN(C(=O)COC(=O)c2ccc3c(c2)OCCO3)C1 (centres undefined) | -2 | -7 | 5 | 10 | -4 | -3 | -2 | 18
c1ccc(-c2ccccc2OCCCN2CCCC2)cc1 | -4 | -3 | 12 | 14 | -1 | 5 | -4 | -6
CC1CCN(C2=C(NS(=O)(=O)c3ccc(Br)cc3)C(=O)c3ccccc3C2=O)CC1 | -99 | -1 | -4 | 14 | 21 | -2 | 8 | -91
CC1(C)C(c2ccco2)=[N+]([O-])C2(CCCCC2=O)N1O (centres undefined) | 15 | -5 | 1 | -19 | -4 | 1 | 1 | -2

3 compounds from above, showing only CCR6 antagonist, CXCR6 inh and EBI2 antag.
SMILES	CCR6 antagonist	CXCR6 inh	EBI2 antag
O=C(NC(=S)N1CCN(c2ccccn2)CC1)c1ccco1	-4	2	6
COc1ccc2cnnc(SCC(=O)Nc3ccc(C(C)=O)cc3)c2c1OC	-2	-4	3
Cc1c(NC(=O)c2cc(-c3cccc(Cl)c3)on2)c(=O)n(-c2ccccc2)n1C	13	4	3

The list continues:
SMILES | APJ antagonist | EBI2 antag | Gli-Sufu antag | CCR6 antagonist | APJ ag | ATG4B inh | CXCR6 inh | UBC13 polyUb
O=S(=O)(O)CCS | 1 | -1 | -4 | 1 | -6 | 4 | 0 | -3
Cc1cc(Br)ccc1OCC(=O)NNC(=O)c1cnccn1 | 6 | -6 | -13 | -14 | -4 | -8 | -6 | 0
C(=NCCCN1CCOCC1)c1ccc2c(c1)OCO2 | 24 | -16 | 6 | -8 | -3 | 6 | 3 | -6
N#Cc1cc(Sc2ccccn2)c(Sc2ccccn2)cc1C#N | 2 | 23 | 28 | 15 | -2 | 0 | 5 | 40
Brc1ccc(C2=Nn3c(nnc3-c3cccnc3)SC2)s1 | 4 | 10 | 11 | 7 | 0 | 0 | 14 | 0
COc1cc(CCC(=O)Nc2c(C(=O)N3CCN(c4ccccc4OC)CC3)oc3ccccc23)on1 | 27 | 7 | -14 | 9 | 1 | 3 | 6 | 5
COc1ccc(OC)c2c(C)cc(N3CCN(C(=O)c4ccc(F)cc4)CC3)nc12 | 11 | -2 | 8 | 11 | 2 | 3 | -5 | 4
c1ccc(OCCSc2nc3ccccc3[nH]2)cc1 | 5 | -1 | -37 | -8 | -4 | -8 | 6 | 12
CS(=O)(=O)N(CC(=O)N1CCCCCC1)c1cccc(Cl)c1Cl | -7 | -15 | 3 | -3 | -2 | -2 | 3 | -5
COc1ccccc1NC(=O)Oc1cccc(OC(=O)c2ccccc2)c1 | -1 | -2 | 1 | -8 | -4 | -8 | 5 | -1
O=C(COC(=O)c1ccc(S(=O)(=O)N2CCCC2)cc1)Nc1cccc(F)c1 | -1 | -2 | -2 | 9 | 1 | -50 | 3 | -8
COC(=O)c1ccc(COc2ccc(-c3nnn(CC(N)=O)n3)cc2)cc1 | -32 | -1 | -30 | 7 | 0 | -9 | -1 | 2
CSc1nc2ccc(NC(=O)C3=NN(c4ccccc4)C(=O)CC3)cc2s1 | -16 | 6 | -24 | 4 | 1 | 0 | 8 | -6
COc1ccc(-c2nc(CS(=O)(=O)CC(=O)Nc3ccc(Cl)cc3)c(C)o2)cc1 | -9 | 8 | -2 | -1 | -3 | -18 | -4 | 16
CCNC(=O)CSc1nnc(-c2cc(-c3ccc(Cl)cc3)nc3ccccc23)o1 | 6 | 2 | -8 | -26 | 0 | -3 | 3 | -13
COc1cccc(OCc2nnc(SCC(=O)NCc3ccco3)n2CCc2ccccc2)c1 | -2 | 19 | 8 | -7 | -3 | 5 | 17 | 5
CC(C)c1ccc(NC(=O)N(CCc2nc3ccccc3[nH]2)C2CCCC2)cc1 | 11 | -3 | 10 | -11 | 0 | -4 | -2 | -11
Cc1c(N2C(=O)c3ccc(Br)cc3C2=O)c(=O)n(-c2ccccc2)n1C | 1 | 4 | 5 | 1 | -6 | -4 | -7 | -16

Structures listed so far that bear a hit mark in CXCR6 inh.
SMILES	APJ antagonist	EBI2 antag	CCR6 antagonist	ATG4B inh	CXCR6 inh	UBC13 polyUb
O=C1CSC(=S)N1/N=C/C=C/c1ccccc1	2	-7	34	6	46*	-16
